Screens (PubChem)
H37Rv inhibition: M. tuberculosis growth inhibition, HTS (AID 449762); M. tuberculosis H37Rv growth inhibition, 7H9 media; higher % means a stronger effect; inhibition, % at 25 µM; hits with a dose series show IC50 in µM; actives 0.59% (n = 330,000); in the data active means a potency from the dose series; inconclusive means inhibition above about 70% without an active follow-up result;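 further: bacterial growth assessed after seven days of incubation; strong numbers were not always called active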
H1N1 NS1A inhibition: H1N1 influenza NS1A inhibitors, functional cell based assay (AID 504329). NS1A functional cell-based assay, percent inhibition; higher % means a stronger effect. one-dose inhibition, % at 12.5 µM; IC50 in µM for titrated hits. actives 0.3% (n = 340,000); in the data active means a potency from the dose series; inconclusive means inhibition above about 27% without an active follow-up result; further: strong numbers were not always called active
inhibitors of VEEV: inhibitors of VEEV TC-83 cytopathic effect, confirmation, Vero cells (AID 588727); actives 0.13% (n = 350,000); inhibition, % at 20 µM; hits with a dose series show IC50 in µM; Vero cells, VEEV TC-83 cytopathic effect inhibition; higher % means a stronger effect; in the data active means a potency from the dose series; inconclusive means inhibition mostly from about 14% at the one dose, without a potency; inactive means the rest, 99 in 100 with inhibition below about 12%; further: strong numbers were not always called active
PhoP GFP inhibition: PhoP regulon inhibitors, Salmonella typhi PhoP promoter GFP reporter, confirmatory (AID 1850); Salmonella Typhi PhoP-promoter GFP reporter, fluorescence, 4 h; higher % means a stronger effect; inhibition, % at 50 µM, or IC50 in µM where a hit was titrated; actives 0.33% (n = 310,000); in the data active means a potency from the dose series; inconclusive means inhibition mostly from about 25% at the one dose, without a potency; inactive means the rest, 99 in 100 with inhibition below about 19%;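 further: 0% = induced wells with vehicle and 100% = uninduced wells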
M. tuberculosis: growth inhibition of non-replicating M. tuberculosis (AID 488890). Mycobacterium tuberculosis non-replicating, growth inhibition; higher % means a stronger effect. inhibition, % at 25 µM, or IC50 in µM where a hit was titrated. actives 0.39% (n = 320,000); in the data active means a potency from the dose series; inconclusive means inhibition mostly from about 82% at the one dose, without a potency; inactive means the rest, 99 in 100 with inhibition below about 76%;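 further: plate controls were DMSO cells for no effect and high antibiotic wells for full effect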
inhibitors of VEEV 10K pilot screen: second read-out of inhibitors of VEEV, no call of its own (marks repeat the call); inhibition, %; measured here: 10K pilot screen inhibition
Starred values were filed as active, the others as inactive; i = inactive; ? = inconclusive; . = no result given.

SMILES	H37Rv inhibition	H1N1 NS1A inhibition	inhibitors of VEEV	PhoP GFP inhibition	M. tuberculosis	others
CC(C)(C)NC(=O)C(=O)NNC(=O)c1cccc([N+](=O)[O-])c1	51%	-4%	2.9%	10%	46%
CCN(CC)C(=O)c1sc(NC(=O)c2ccco2)c(C#N)c1C	4%	4%	1.0%	11%	38%
COc1ccc(OC)c2sc(NC(=O)CCS(=O)(=O)c3ccccc3)nc12	0%	-11%	8.8%	7%	?
COCCNc1nc2c(-c3cccc(C(F)(F)F)c3)nnn2c2ccccc12	5%	-11%	0.2%	0%	6%
O=C(COC(=O)c1sc2ccccc2c1Cl)NCC1CCCCC1	?	-8%	0.6%	-3%	?
CCCCN1C=CC(=C2N=c3cccc([N+](=O)[O-])c3=N2)C=C1	1%	-4%	0.8%	-6%	9%
CCOC(=O)c1sc(C)c2c1NC1(CCCCC1)NC2=O	.	-2%	0.2%	7%	.
CC(=O)Nc1c(O)nc(SCC(=O)N2CCN(c3ccc(F)cc3)CC2)[nH]c1=O	1%	0%	2.9%	-4%	-7%
CN1C(=O)CC(c2ccccc2)CC1=O	-2%	8%	0.8%	-37%	-7%
CCOc1ccc(N2C(=O)NC(=O)/C(=C\c3cc(OC)c(OC)cc3[N+](=O)[O-])C2=O)cc1	6%	-6%	i	4%	27%
Cc1cc(-n2cnc3c(=O)[nH]cnc32)ccc1N	-4%	-4%	i	-2%	-12%
Nc1cccc(-c2c[nH]c3ncc(-c4cccnc4)cc23)c1	.	0%	9.2%	.	.
N#Cc1c(NC(=O)Cn2nc(C(F)(F)F)c3c2CCCC3)sc2c1CCC2	-10%	-2%	i	-5%	59%
CCNS(=O)(=O)c1ccc(NC(=O)c2cc(C(F)(F)F)nn2C)cc1	4%	6%	2.2%	-6%	70%
CCCn1nnnc1NCc1cccn1C	-4%	-42%	i	5%	-13%
NC(=O)NCc1ccc(Cl)cc1	8%	1%	1.4%	2%	-1%
CC1CC(C)CN(S(=O)(=O)c2ccc(NN)nc2)C1 (stereo unspecified)	1%	-4%	1.3%	11%	-1%
Cc1nc(NC(=O)CSc2nnc3ccccn23)c(Cl)cc1Cl	-5%	-2%	1.8%	10%	-3%
O=C(C1CCN(S(=O)(=O)c2ccc(Br)s2)CC1)N1CCN(C2CCCCC2)CC1	-1%	-2%	1.1%	3%	6%
CCC(C)(C(=O)NC1CCCCC1)N(C(=O)c1cnccn1)c1c(C)n(C)n(-c2ccccc2)c1=O (stereo unspecified)	3%	-1%	i	-2%	10%

Next part, overlapping the part above by five compounds.
SMILES	H37Rv inhibition	H1N1 NS1A inhibition	inhibitors of VEEV	PhoP GFP inhibition	M. tuberculosis	others
NC(=O)NCc1ccc(Cl)cc1	8%	1%	1.4%	2%	-1%
CC1CC(C)CN(S(=O)(=O)c2ccc(NN)nc2)C1 (stereo unspecified)	1%	-4%	1.3%	11%	-1%
Cc1nc(NC(=O)CSc2nnc3ccccn23)c(Cl)cc1Cl	-5%	-2%	1.8%	10%	-3%
O=C(C1CCN(S(=O)(=O)c2ccc(Br)s2)CC1)N1CCN(C2CCCCC2)CC1	-1%	-2%	1.1%	3%	6%
CCC(C)(C(=O)NC1CCCCC1)N(C(=O)c1cnccn1)c1c(C)n(C)n(-c2ccccc2)c1=O (stereo unspecified)	3%	-1%	i	-2%	10%
COc1ccc(/C=N/NC(=O)c2ccc(COc3cccc4cccnc34)cc2)cc1OC	-5%	5%	9.4%	5%	15%
O=C(CSc1ccc(-c2ccccc2)nn1)NCC1CCCO1 (stereo unspecified)	0%	4%	i	0%	44%
COc1cccc(N2CCN(C3C4CC5CC(C4)CC3C5)CC2)c1 (stereo unspecified)	-5%	-15%	i	9%	6%
COc1ccc(NC(C)=O)cc1NC(C)C(=O)Nc1ccccc1F (stereo unspecified)	-7%	-1%	1.4%	6%	-20%
c1cncc(-c2nc(NCc3ccc4c(c3)OCO4)c3ccccc3n2)c1	?	-8%	5.5%	9%	63%
CCOC(=O)C1=C(O)/C(=C\c2cc(C)n(-c3ccccc3F)c2C)N=C1C	12%	6%	1.3%	3%	6%
CC1CCCC(NC(=O)CCC(=O)NCc2ccccc2)C1C (stereo unspecified)	-2%	-29%	i	-3%	-10%
CCc1ccc(NC(=O)C2C3CCC(O3)C2C(=O)O)cc1 (stereo unspecified)	4%	-5%	0.9%	-6%	21%
COc1ccccc1CN1C[C@@H]2C[C@@H](C3=Cc4cc(Cl)ccc4OC3)N3CCC[C@@]23C1=O	10%	11%	0.8%	3%	-2%
CCC(C)NCCCOc1ccc(C)cc1OC (stereo unspecified)	-3%	-1%	0.3%	-2%	1%
O=C(CN1CCN(C(=O)c2cncn2-c2ccc(F)cc2)CC1)Nc1ccccc1C(F)(F)F	5%	-1%	0.4%	.	1%
COc1cccc(C2CC(=O)Nc3cc4c(cc32)OCCO4)c1OC(C)C (stereo unspecified)	-7%	8%	2.7%	6%	.
Cc1ccc(NC2C(=O)NC(=O)NC2=O)cc1	.	0%	3.4%	.	.
O=C(CCNS(=O)(=O)c1cccs1)Nc1nccs1	16%	14%	2.6%	-4%	12%
COc1ccc(N2Cc3cccc(C(=O)NC(C)CCc4ccco4)c3C2=O)cc1 (stereo unspecified)	5%	1%	6.5%	5%	-5%
CC(=O)N1C2=CCCC3CCCCC23c2ccccc21 (stereo unspecified)	.	8%	i	.	.
CCC(/C=N/NC(=O)c1ccccc1F)CC	?	-6%	0.4%	-5%	56%
C=CCn1cc(F)c(=O)n(CC=C)c1=O	1%	3%	0.6%	-3%	-6%
Cc1nnc(NC(=O)c2c(F)cccc2F)s1	-4%	5%	0.2%	-8%	-31%
O=C(CCN1C(=O)c2ccccc2C1=O)Nc1sc2c(c1C(=O)NCc1ccco1)CCCC2	-8%	2%	7.9%	6%	37%

Four records picked at random from the list so far, as already listed:
SMILES	H37Rv inhibition	H1N1 NS1A inhibition	inhibitors of VEEV	PhoP GFP inhibition	M. tuberculosis	others
CCOC(=O)C1=C(O)/C(=C\c2cc(C)n(-c3ccccc3F)c2C)N=C1C	12%	6%	1.3%	3%	6%
C=CCn1cc(F)c(=O)n(CC=C)c1=O	1%	3%	0.6%	-3%	-6%
O=C(CSc1ccc(-c2ccccc2)nn1)NCC1CCCO1 (stereo unspecified)	0%	4%	i	0%	44%
COc1ccc(NC(C)=O)cc1NC(C)C(=O)Nc1ccccc1F (stereo unspecified)	-7%	-1%	1.4%	6%	-20%

The list continues.
SMILES	H37Rv inhibition	H1N1 NS1A inhibition	inhibitors of VEEV	PhoP GFP inhibition	M. tuberculosis	others
COC(=O)C1=C(c2ccc(OC(F)(F)F)cc2)C[C@@H]2CC[C@H]1N2C(=O)NCCc1ccccc1	10%	2%	1.7%	.	22%
Cc1ccc(NC(=O)C2CC(=O)Nc3ncnn32)cc1Cl (stereo unspecified)	-7%	15%	0.6%	7%	3%
COC(=O)C1=C(C)N(c2cccc(C)c2)C(=O)/C1=C\c1cccs1	-1%	18%	0.7%	12%	7%
COc1ccccc1N1CCN(C(=O)c2oc3cc(C)c(C)cc3c2C)CC1	.	0%	5.2%	.	.
COC(=O)C(CCSC)NC(=O)Cn1ncc2c(=O)oc3ccccc3c21 (stereo unspecified)	-1%	1%	1.0%	-4%	4%
Cc1ccc(OCC(=O)N/N=C/c2ccncc2)cc1	2%	0%	1.7%	7%	39%
Cc1c(C(=O)c2no[n+]([O-])c2C(=O)c2cnn(C)c2C)cnn1C	-2%	-16%	3.6%	1%	5%
CCS(=O)(=O)Nc1ccc(C2=NN(S(=O)(=O)c3ccc(F)cc3)C(c3ccco3)C2)cc1 (stereo unspecified)	-2%	-15%	1.3%	0%	-9%
CCN(CC)CCn1c(NCc2cccc(OC)c2OC)nc2ccccc21	-7%	15%	i	-8%	7%
Nc1ccccc1SCc1cc([N+](=O)[O-])cc2c1OCOC2	-4%	2%	1.8%	1%	7%
COc1ccc(NC(=S)NC2CC3CCCC(C2)N3C2CC2)cc1 (stereo unspecified)	-6%	3%	0.3%	-4%	6%
CCc1ccc(N2CC(C(=O)Nc3cccc(C(=O)NC4CC4)c3)CC2=O)cc1 (stereo unspecified)	-5%	-4%	2.0%	.	-17%
Cc1ccc(NC(=O)CCC(=O)NNC(=O)NC23CC4CC(CC(C4)C2)C3)cc1C	0%	-7%	4.4%	1%	9%
Cc1ccc2c(c1)N(CC(=O)NCC1CCCO1)C(=O)C(C)O2 (stereo unspecified)	-3%	10%	0.2%	-10%	-15%
CCOC(=O)c1c(C)[nH]c(O)c1C=Nc1ccccc1	3%	14%	6.5%	-18%	-1%
Cc1cccc(C)c1OCCCCN1CCCCC1	0%	1%	i	-2%	-3%
COc1ccc2c(COC(=O)CCS(=O)(=O)c3ccc(C)cc3)cc(=O)oc2c1	-5%	-2%	1.1%	0%	24%
Cc1ccc(C(C)C)cc1OCC(=O)NC1CCCCCCC1	70%	-3%	4.0%	-4%	61%
CC(=O)c1cccc(NC(=O)COC(=O)CCc2ccc(S(=O)(=O)N3CCOCC3)cc2)c1	-2%	4%	0.2%	3%	9%
COc1ccc(CCNC(=O)COc2ccc(-c3ccc(C)cc3)cc2)cc1OC	-2%	-4%	i	-7%	.
CCc1ccccc1NC(=O)Nc1cccs1	16%	7%	i	-8%	-7%	inhibitors of VEEV 10K pilot screen=0.2
O=C(CCC1CCCC1)Nc1ccccc1-c1ccccc1	0%	13%	i	3%	?
CCSc1nnc(NC(=O)CSc2nc(C)cc(C)n2)s1	1%	-1%	2.9%	0%	-1%
Cc1ccc(/C=N/NC(=O)Cc2cccs2)o1	-7%	7%	0.5%	-8%	-2%
O=C(c1cc(-c2ccncc2)nc2ccccc12)N1CCOCC1	.	5%	1.6%	.	.
CCOC(=O)c1cc2oc(C)cc2n1CC(=O)OC1CCCCC1	-8%	6%	i	-10%	17%
O=C(COC(=O)c1cnccn1)Nc1cc(S(=O)(=O)N2CCOCC2)ccc1Cl	-2%	0%	0.2%	.	4%
O=C(CSc1nc2ccc([N+](=O)[O-])cc2[nH]1)c1ccc2ccccc2c1	2%	5%	2.1%	-9%	10%
O=C(CCC1CCCN(Cc2ccc(O)c(Cl)c2)C1)NCc1ccccc1F (stereo unspecified)	-8%	-6%	0.8%	-6%	29%
O=C(CSc1cn[nH]n1)Nc1ccccc1F	31%	-21%	2.5%	4%	19%
COCCCNC(=S)N(CCCO)Cc1cc2cc3c(cc2[nH]c1=O)OCO3	0%	-7%	0.4%	-1%	-11%
O=C(CSc1nnc(CCc2ccccc2)n1-c1ccc(Cl)cc1)NCc1ccccc1	-9%	0%	5.6%	-16%	.
CC(C)Cc1nnc(NC(=O)CCC(=O)Nc2ccccc2)s1	1%	-16%	0.6%	-5%	7%
O=C(NC(Cc1ccc2c(c1)OCO2)C(=O)N1CCCC1C(=O)O)c1ccccc1 (stereo unspecified)	-7%	6%	0.0%	-6%	3%
CCOC(=O)CNC(=O)Cn1cnc2sc(C)c(S(=O)(=O)N3CCOCC3)c2c1=O	-4%	8%	i	5%	-4%
Cc1ccc2c(CNCc3ccccc3)cc(=O)oc2c1	3%	-2%	i	2%	13%
O=C(CCNS(=O)(=O)c1ccc(Br)cc1)NCCc1ccccc1	-2%	11%	i	-3%	3%
CC(C(=O)O)N1C(=O)c2cccc3cccc1c23 (stereo unspecified)	-4%	1%	i	-18%	4%
CC1(c2ccc3c(c2)OCCO3)NC(=O)N(CC(=O)Nc2ccccc2)C1=O (stereo unspecified)	-11%	-3%	2.4%	.	-12%
C#CCOCCOCCOCCNc1nc(N2CCN(C(=O)[C@H](CCC(=O)O)n3cc(C(N)Cc4ccc(O)cc4)nn3)CC2)nc(N2CCN(C(=O)[C@H](CCC(=O)O)n3cc(C(N)Cc4ccc(O)cc4)nn3)CC2)n1 (stereo partly specified)	-3%	.	.	-5%	-17%
NC(=O)CNC(=O)C1CCCc2c1[nH]c1ccc(Cl)cc21 (stereo unspecified)	3%	-2%	0.3%	-11%	5%
CCCCn1c(C(C)O)nc2ccccc21 (stereo unspecified)	2%	6%	i	-17%	-10%
O=C(NC(=S)NC1CCCCCC1)c1cncc(Br)c1	1%	-5%	0.8%	-5%	59%
O=C(C1CC(=O)N(c2ccc(F)cc2)C1)N1CCOCC1 (stereo unspecified)	-1%	7%	1.2%	10%	2%
CCCN(CCC)CCNC(=O)Cn1cnc2sc(C)c(S(=O)(=O)N3CCOCC3)c2c1=O	-3%	8%	i	2%	-4%	inhibitors of VEEV 10K pilot screen=1.0
Cc1ccc(S(=O)(=O)N2CCC3(CC2)OCCO3)c(C)c1	4%	13%	3.1%	-4%	2%
